Source: PubChem (Sanford-Burnham Center for Chemical Genomics)
697 NFkB inh = lowers PMA/ionomycin-induced NF-kB signal in 697 B cells; 697 B-cell NF-kB luciferase reporter, 16 h; actives 0.33% (n = 330,000); AID 435022; inhibition, % at 4 µM; in the data active = inhibition above about 35%
SENP8 block = SENP8 protease inhibition; inhibition, % at 10 µM; purified SENP8, Z-RLRGG-aminoluciferin cleavage, luminescence; Q96LD8; actives 1.2% (n = 330,000); AID 2540
Apaf-1 inh = blocks human Apaf-1 apoptosome activity. AID 489030. O14727. inhibition, % at 20 µM. actives 0.71% (n = 330,000). reconstituted apoptosome caspase-3 activity, DEVD-Rh110 fluorescence; active = inhibition of at least 40% at 20 µM;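 note: plate controls were DMSO wells for no effect and DEVD-CHO caspase inhibitor wells for full effect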
Target sequence (O14727 whole entry, looked up): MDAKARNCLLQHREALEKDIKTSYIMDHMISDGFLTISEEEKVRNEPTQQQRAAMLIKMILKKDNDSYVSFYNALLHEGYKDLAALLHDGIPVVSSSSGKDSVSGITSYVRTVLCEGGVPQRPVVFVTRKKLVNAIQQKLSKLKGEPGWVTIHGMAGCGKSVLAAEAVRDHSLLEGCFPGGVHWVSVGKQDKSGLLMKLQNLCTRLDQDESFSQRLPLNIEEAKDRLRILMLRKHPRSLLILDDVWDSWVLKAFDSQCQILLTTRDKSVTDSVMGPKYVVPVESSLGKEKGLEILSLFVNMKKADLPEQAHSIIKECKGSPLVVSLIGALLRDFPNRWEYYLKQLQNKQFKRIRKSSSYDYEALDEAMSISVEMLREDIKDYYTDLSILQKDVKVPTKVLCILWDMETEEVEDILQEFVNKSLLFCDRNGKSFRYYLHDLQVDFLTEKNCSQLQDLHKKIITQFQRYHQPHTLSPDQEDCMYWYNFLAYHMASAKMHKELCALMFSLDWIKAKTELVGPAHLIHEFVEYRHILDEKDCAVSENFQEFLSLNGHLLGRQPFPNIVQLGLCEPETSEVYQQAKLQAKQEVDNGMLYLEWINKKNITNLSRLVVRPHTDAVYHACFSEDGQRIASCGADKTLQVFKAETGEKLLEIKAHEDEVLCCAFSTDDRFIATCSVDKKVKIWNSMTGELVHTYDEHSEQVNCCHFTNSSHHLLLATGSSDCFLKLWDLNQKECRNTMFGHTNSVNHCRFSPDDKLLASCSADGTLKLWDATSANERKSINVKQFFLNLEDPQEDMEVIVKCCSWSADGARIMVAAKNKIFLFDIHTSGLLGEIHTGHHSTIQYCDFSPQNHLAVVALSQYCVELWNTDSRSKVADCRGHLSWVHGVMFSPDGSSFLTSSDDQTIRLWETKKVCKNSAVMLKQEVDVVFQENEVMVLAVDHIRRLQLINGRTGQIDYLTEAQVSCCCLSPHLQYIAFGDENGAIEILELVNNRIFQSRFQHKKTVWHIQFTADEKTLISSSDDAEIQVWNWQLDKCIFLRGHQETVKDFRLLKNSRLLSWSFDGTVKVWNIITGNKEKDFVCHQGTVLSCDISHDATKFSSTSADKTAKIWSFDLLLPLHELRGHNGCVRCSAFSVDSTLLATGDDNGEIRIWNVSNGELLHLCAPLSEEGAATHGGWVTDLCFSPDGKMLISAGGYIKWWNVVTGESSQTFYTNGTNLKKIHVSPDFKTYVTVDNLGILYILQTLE
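Assay system – apoptosome proteins · Medium – Hepes buffer, pH 7.5 · Also added – cytochrome c with DEVD-Rh110 · Timing – 30 min compound preincubation, 50 min activation, room temperature · Detection – Rh110 fluorescence, excitation 480 nm, emission 540 nm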
Gli-Sufu block = Gli-Sufu pathway antagonism; actives 0.74% (n = 340,000); inhibition, % at 5 µM; Sufu-KO-LIGHT fibroblasts, Gli luciferase reporter luminescence; AID 588413;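 active = inhibition above about 55%, limit read from the data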;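 note: 0% = DMSO-treated cells and 100% = wells with medium but no cells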
UBC13 inh = inhibitors of human UBC13 polyubiquitin chain formation; P61088; TR-FRET; inhibition, % at 20 µM; actives 0.47% (n = 330,000); AID 485273; in the data active = inhibition above about 45%, passing the limit was not always enough
SENP7 inh = inhibitors of human SENP7 protease; Q9BQF6; recombinant SENP7, Z-RLRGG-aminoluciferin luminescence, 40 min; inhibition, % at 5 µM; actives 1.5% (n = 330,000);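 active = inhibition above about 50% at the single test dose, limit read from the data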;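 note: plate controls were DMSO with enzyme for no effect and no enzyme buffer wells for full effect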
Jurkat NFkB inh = lowers PMA/ionomycin-induced NF-kB signal in Jurkat cells | inhibition, % at 4 µM | AID 435003 | PMA/ionomycin-induced NF-kB luciferase reporter, luminescence | actives 0.53% (n = 330,000)
HKDC1 inh = HKDC1 (human) hexokinase inhibition; Q2TB90; recombinant HKDC1, G6PDH/diaphorase resazurin coupled fluorescence; inhibition, % at 20 µM; actives 0.16% (n = 340,000); AID 493160;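 active = inhibition above about 35% when tested at 20 µM, limit read from the data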;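 note: plate controls were DMSO wells with enzyme for no effect and DMSO wells lacking enzyme for full effect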
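Material: recombinant HKDC1 hexokinase; Amount: HKDC1 at 5 µg/mL; Medium: Tris pH 8.0 buffer with MgCl2, Tween-20, BSA, BME; Schedule: 90 min reaction incubation at room temperature, dark; Technique: coupled resazurin fluorescence, excitation 525 nm, emission 613 nm.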
Active calls of the source: *; . = no result given. Cut-off read from the data, not from the text of the source, unless noted: active = inhibition above about 50%; inactive = the rest.

cpd	SMILES	SENP8 block	Gli-Sufu block	UBC13 inh	SENP7 inh	Apaf-1 inh	HKDC1 inh	697 NFkB inh	Jurkat NFkB inh
1	Cc1c(NC(=O)c2ccc(Cl)c(S(=O)(=O)N3CCOCC3)c2)c(=O)n(-c2ccccc2)n1C	-14	1	-5	-11	-8	-8	-8	8
2	O=C(/C=C/c1ccccc1[N+](=O)[O-])OCC(=O)N1CCCC1	4	7	3	-2	-1	-4	-3	6
3	Cc1ccc(S(=O)(=O)Nc2ccccc2C(=O)Nc2ccc(S(=O)(=O)Nc3nccc(C)n3)cc2)cc1	5	4	18	3	6	0	-2	2
4	COc1ccc(S(=O)(=O)Nc2ccccc2C(=O)N2CCOCC2)cc1Cl	-7	29	5	-6	-9	2	-4	4
5	CCn1cc(/C=C(\NC(=O)c2ccc(OC)c(OC)c2)C(=O)N2CCN(C)CC2)c2ccccc21	2	-12	-5	4	12	-12	9	1
6	CC1=NN(c2ccc(C(=O)O)c(N)c2)C(=O)C1	-1	-9	-42	18	62*	-2	6	-8
7	CCn1c(COc2cccc3ccccc23)nnc1SCC(=O)OC1CCCCC1	2	5	7	1	13	23	4	-8
8	COc1ccc(/C=C/C(=O)c2ccc3c(c2)OCCO3)cc1[N+](=O)[O-]	-12	-20	9	-10	12	18	29	-10
9	Cc1cc(NS(=O)(=O)c2ccc(NC(=O)/C=C/c3ccc(Br)cc3)cc2)no1	3	-5	-10	-5	7	-3	6	5
10	O=C(OCc1c(F)cccc1Cl)c1cccnc1Cl	-7	-6	25	-2	-5	6	8	-6
11	O=C(NNC(=O)c1cccc2ccccc12)c1ccccc1O	-4	1	9	-1	1	-13	3	8
12	CC(C)C1C(C#N)=C(N)SC(N)=C1C#N	-8	5	26	0	3	-2	11	-3
13	CCn1c(C)nnc1SCC(=O)Nc1ccc(Cl)cc1	-10	-8	0	13	-3	-6	-9	-22
14	COc1ccc(-c2noc(CN(C)Cc3ccccc3)n2)c(OC)c1OC	-1	-11	-7	3	2	-3	4	-14
15	Cc1ccc(NC(=O)COc2cccnc2[N+](=O)[O-])cc1S(=O)(=O)N1CCOCC1	0	-3	2	-2	-10	-1	3	-8
16	COc1ccc(S(=O)(=O)N2CCN(c3ccccn3)CC2)cc1[N+](=O)[O-]	2	4	-4	7	-5	-1	7	-12
17	O=C(CSc1nnnn1-c1ccc(F)cc1)Nc1ccccc1F	-4	-7	-4	-13	-2	-4	-1	-14
18	C#CCOCCOCCOCCNc1nc(N2CCN(C(=O)Cn3cc(CCCN=C(N)N)nn3)CC2)nc(N2CCN(C(=O)[C@H]([C@@H](C)CC)n3cc(CCC(=O)O)nn3)CC2)n1	-17	-4	10	-17	8	-11	5	2
19	CC1CCN(C(=O)COC(=O)C2CCN(S(=O)(=O)c3ccc(Cl)c(C(F)(F)F)c3)CC2)CC1	3	0	-1	-2	18	0	12	13
20	Cc1ccc([N+](=O)[O-])cc1S(=O)(=O)N1CCNCC1	2	3	-2	6	0	10	10	8
21	O=C1C2CC=CCC2C(=O)N1Nc1ccccc1 (centres undefined)	1	-6	10	-1	4	2	15	-2
22	COc1ccc(C(=O)OCC(=O)c2ccc3c(c2)NC(=O)CO3)cc1[N+](=O)[O-]	-6	7	21	-1	-11	-8	3	5
23	COc1ccc(C)cc1S(=O)(=O)Nc1cc2c3c(c1)CCN3C(=O)CC2	2	-3	-2	-3	8	-2	10	-4
24	O=C(Nc1ccccc1-c1nnn(CC(=O)N2CCOCC2)n1)c1ccc(F)cc1	1	3	3	7	-4	-4	31	4

Record cards, from the list above. Screens in order: SENP8 block | Gli-Sufu block | UBC13 inh | SENP7 inh | Apaf-1 inh | HKDC1 inh | 697 NFkB inh | Jurkat NFkB inh
COc1ccc(C(=O)OCC(=O)c2ccc3c(c2)NC(=O)CO3)cc1[N+](=O)[O-] reads -6 | 7 | 21 | -1 | -11 | -8 | 3 | 5
CCn1c(C)nnc1SCC(=O)Nc1ccc(Cl)cc1 reads -10 | -8 | 0 | 13 | -3 | -6 | -9 | -22

The results go on:
cpd	SMILES	SENP8 block	Gli-Sufu block	UBC13 inh	SENP7 inh	Apaf-1 inh	HKDC1 inh	697 NFkB inh	Jurkat NFkB inh
25	O=C(NCCc1ccco1)C(=O)NCC1CCCN1S(=O)(=O)c1ccccc1 (centres undefined)	-14	-9	0	16	8	-4	-15	42
26	O=C(OC(C(=O)NCc1ccc2c(c1)OCO2)c1ccncc1)c1ccc(Cl)nc1 (centres undefined)	3	5	4	5	-17	1	0	-1
27	O=C(NCc1cccs1)c1ccc2c(c1)OCCO2	-13	-11	-2	-13	-2	-7	-24	-36
28	O=C(C1=C(O)C(=O)N(c2ccccc2)C1c1ccc([N+](=O)[O-])cc1)c1cccs1 (centres undefined)	14	3	-7	3	0	6	-1	-20
29	CC(C)n1cnc2c(N(C)c3ccccc3)nc(N(CCN(C)C)Cc3ccccc3)nc21	-14	12	57*	-14	44*	-2	-28	15
30	O=C(Nn1cnc2ccccc2c1=O)c1ccc(F)cc1Cl	6	-30	-2	3	-4	-13	-44	-40
31	O=C(Nc1ccc(F)cc1)c1cccc(N2C(=O)c3ccccc3C2=O)c1	-5	-12	-5	-2	5	2	4	-9
32	Cc1cnc(NC(=O)CSc2nnc(COc3c(C)cccc3C)o2)s1	2	-1	6	-1	1	5	3	0
33	O=C(NCCO)/C(=C\c1cccc([N+](=O)[O-])c1)NC(=O)c1ccco1	-6	-8	1	2	-17	10	3	-8
34	Cc1ccc2occ(C3N[C@H](C(=O)O)CS3)c(=O)c2c1 (some centres undefined)	1	-51	-7	0	3	-5	12	13
35	CN(C)C=Nc1c(Br)cc(Br)c2nonc12	23	2	-75	12	43*	10	8	-1
36	COc1ccccc1NC(=O)COC(=O)C1CC2CCCC(C1)C2=O (centres undefined)	-1	-6	30	-5	-7	-9	18	14

Entries above containing an aryl methoxy group (8):
cpd	SMILES	SENP8 block	Gli-Sufu block	UBC13 inh	SENP7 inh	Apaf-1 inh	HKDC1 inh	697 NFkB inh	Jurkat NFkB inh
4	COc1ccc(S(=O)(=O)Nc2ccccc2C(=O)N2CCOCC2)cc1Cl	-7	29	5	-6	-9	2	-4	4
5	CCn1cc(/C=C(\NC(=O)c2ccc(OC)c(OC)c2)C(=O)N2CCN(C)CC2)c2ccccc21	2	-12	-5	4	12	-12	9	1
8	COc1ccc(/C=C/C(=O)c2ccc3c(c2)OCCO3)cc1[N+](=O)[O-]	-12	-20	9	-10	12	18	29	-10
14	COc1ccc(-c2noc(CN(C)Cc3ccccc3)n2)c(OC)c1OC	-1	-11	-7	3	2	-3	4	-14
16	COc1ccc(S(=O)(=O)N2CCN(c3ccccn3)CC2)cc1[N+](=O)[O-]	2	4	-4	7	-5	-1	7	-12
22	COc1ccc(C(=O)OCC(=O)c2ccc3c(c2)NC(=O)CO3)cc1[N+](=O)[O-]	-6	7	21	-1	-11	-8	3	5
23	COc1ccc(C)cc1S(=O)(=O)Nc1cc2c3c(c1)CCN3C(=O)CC2	2	-3	-2	-3	8	-2	10	-4
36	COc1ccccc1NC(=O)COC(=O)C1CC2CCCC(C1)C2=O (centres undefined)	-1	-6	30	-5	-7	-9	18	14

Going on with the list:
cpd	SMILES	SENP8 block	Gli-Sufu block	UBC13 inh	SENP7 inh	Apaf-1 inh	HKDC1 inh	697 NFkB inh	Jurkat NFkB inh
37	CCc1c(C(=O)N/N=C/c2ccc(OCc3ccc(F)cc3)c(OC)c2)nnn1-c1nonc1N	-8	-16	-7	7	8	-3	-8	-65
38	CN(CC(=O)Nc1ccc(N2CCOCC2)cc1)C(=O)CSc1ccc(Br)cc1	-10	2	-14	-7	18	-2	-1	2
39	Cc1ccc(NC(=O)COc2coc(CN3CCc4ccccc43)cc2=O)cc1Cl	4	-13	-14	1	7	-1	-25	6
40	COc1ccc(OC)c2sc(NC(=O)c3ccc(S(=O)(=O)N4CCOCC4)cc3)nc12	8	11	10	-1	-3	8	14	0
41	CCN1CCN(C(=O)/C=C/c2ccc(C)o2)CC1	-3	-3	-5	4	-11	-8	20	0
42	CCC(CC)C(=O)NCc1ccc(OC)cc1	-3	-6	-10	-5	-1	-3	3	1
43	COCCNc1oc(/C=C/c2ccccc2)nc1C#N	-9	-45	12	7	3	-3	-94	-102
44	O=C1NC2(CCCCCC2)C(=O)N1Cc1ccc(Cl)cc1Cl	-2	.	-5	4	21	1	-27	-33
45	CCc1nc2ccc(C(=O)N3CCN(c4cccc(OC)c4)CC3)cc2nc1CC	-2	-22	5	6	12	-3	5	-7
46	O=C(Cn1ncc2c(=O)oc3ccccc3c21)NCC1CCCO1 (centres undefined)	-3	2	3	7	-1	-1	27	7
47	COc1ccc(C)cc1NC(=O)C1CCN(S(=O)(=O)c2ccccc2)CC1	-4	3	4	-1	8	-4	3	6
48	CCCn1c(N)c(N(CCOC)C(=O)/C=C/c2cccc(Cl)c2)c(=O)[nH]c1=O	0	-2	2	-2	-9	-11	-12	0
49	C=CCc1cccc2cc(C(=O)OCC)c(=O)oc12	-4	-9	8	9	14	-4	6	-10
50	N#Cc1ccc(Oc2ccc(-c3cnc4ccccc4n3)cc2)cc1C#N	-13	7	9	-4	21	-7	-23	23
51	Cc1nn(C)c(C)c1S(=O)(=O)N(CC(=O)Nc1ccccn1)c1ccc(C(C)C)cc1	-9	-1	-3	8	6	-4	14	-9
52	CC1(C)OC(=O)C(=CSc2ccc(C(C)(C)C)cc2)C(=O)O1	3	-1	-5	0	8	-2	26	2
53	COC(=O)c1ccccc1NC1c2ccccc2C(=O)N1c1cccnc1 (centres undefined)	11	-2	6	-4	0	-1	5	4
54	Cc1ccc(C(=O)CCC(=O)OCC(=O)NNC(=O)c2ccccc2Cl)cc1	-6	1	-1	-3	2	-3	-9	-5
55	Cc1ccc(C)n1-c1ccncc1	-1	7	5	-1	-4	-7	9	7
56	O=C(CSc1nnc(-c2c[nH]c3ccccc23)n1CC1CCCO1)Nc1ccc2c(c1)OCCO2 (centres undefined)	3	-3	9	-1	4	-6	4	2
57	CC(=O)NN1C(=O)/C(=C\c2ccc(O)cc2)SC1=S	60*	7	-104	54*	-7	10	10	0
58	COc1cccc(-n2c(SCC(=O)NC(C)(C)C)nnc2-c2ccoc2C)c1	0	5	1	-1	5	0	12	1
59	CC(=O)c1cc(CC=C(C)C)c(O)cc1O	0	1	0	2	7	6	-3	-10
60	CC1(C)C(C=C(Cl)Cl)C1C(=O)NC(O)C(=O)c1ccccc1 (centres undefined)	-4	5	-4	-9	7	-3	3	-11
61	Cc1ccc(Cl)cc1NC(=O)N[C@@H](C)C(=O)O	4	7	4	-6	-9	7	11	9
62	COc1ccccc1NC(=O)NCCCCc1ccccc1	0	-13	-5	-2	17	1	7	-10
63	CCOc1ccc(OCCOC(=O)C2CCN(S(=O)(=O)c3ccc(C)c(C)c3)CC2)cc1	-9	-12	-5	14	22	1	-6	1
